High-throughput results deposited in PubChem BioAssay by several laboratories.
NCOA1 inh – inhibits human SRC1 coactivator; Q15788; HEK293 GAL4-SRC1 luciferase reporter, luminescence; inhibition, % at 3.6 µM; actives 0.12% (n = 360,000); AID 588354;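 active means inhibition above the campaign mean plus 3 SD, with each screening campaign given its own cutoff, cut at about 60% in these data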;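 further: 0% = DMSO treated cells and 100% = gossypol at 36 µM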
NR5A2 inv ag – NR5A2 inverse agonism in reporter assay. HEK293T StAR-luciferase reporter, LRH-1 transfected, 24 h. inhibition, % at 3.6 µM. actives 0.13% (n = 360,000). AID 602396;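 active means inhibition above the mean inhibition of all tested compounds plus 3 SD, cut at about 73% in these data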;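 further: 0% = DMSO wells and 100% = reporter-only cells lacking LRH-1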
CF NFkB block – inhibitors of cystic fibrosis induced NF-kB. inhibition, % at 5 µM. actives 0.86% (n = 360,000). KKLEB NF-kB-GFP reporter, PAF-induced, GFP fluorescence overnight;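 active means at least 50% inhibition at 5 µM, scaled per plate between neutral and stimulator controls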;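 further: PAF is a Pseudomonas aeruginosa culture filtrate used as stimulus; plate controls were PAF-stimulated DMSO wells for no effect and unstimulated DMSO wells for full effect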
C8 TRAIL sens – sensitizes caspase-8 expressing cells to TRAIL. NB7+C8 cells + TRAIL, ATPlite viability luminescence. inhibition (viability loss, TRAIL sensitization), % at 10 µM. actives 1% (n = 360,000). AID 624354;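 active means compounds causing at least 50% loss of cell viability in the single-dose screen, relative to plate controls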
Shn3 3UTR inh – reduces Shn3 3'UTR luciferase signal in osteoblasts | Clone20 osteoblast Shn3 3'UTR firefly luciferase, 24 h | inhibition, % at 12.5 µM | actives 0.52% (n = 360,000);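 active means mean inhibition of at least 75% with every replicate also reaching 75%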;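 further: 0% = median of neutral control wells and 100% = pilot-screen positive control compound; some compounds past the cut are filed as inactive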
NR2F2 inh – inhibitors of human COUP-TFII (NR2F2). AID 686940. HEK293T NGFI-A luciferase reporter, luminescence. P24468. actives 0.7% (n = 370,000). inhibition, % at 8.6 µM;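 active means inhibition above a per-plate cutoff, mean inhibition of test wells between control levels plus 3 SD, cut at about 38% in these data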;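 further: cells cotransfected with COUP-TFII expression vector driving the NGFI-A reporter; 0% = median of COUP-TF2 test wells and 100% = reporter-only cells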
KKLEB tox – CF airway cell cytotoxicity counter-screen; KKLEB CF airway cells viability, ATPlite luminescence, overnight; active compounds read low; cells stimulated with P. aeruginosa culture filtrate; activity change (cytotoxicity), % at 5 µM; actives 0.36% (n = 360,000);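 active means corrected activity change at or below -50% at 5 µM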
TROY NFkB inh – TROY signaling inhibition | inhibition, % at 10 µM | AID 1347056 | actives 0.98% (n = 360,000) | Q293 LMP1-TROYcd NF-kB luciferase reporter, 4 h;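 active means compounds whose plate-normalised and pattern-corrected inhibition of the luciferase reporter signal at the single screening dose is 50% or more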
LMP1 NFkB inh – inhibitors of Epstein-Barr LMP1-induced NF-kappaB reporter | inhibition, % at 12.5 µM | LMP1-induced NF-kappaB luciferase reporter cells, luminescence | actives 0.69% (n = 350,000); in the data active means inhibition above about 41%;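 further: 0% = neutral control wells and 100% = reference inhibitor control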
NCOA3 inh – inhibitors of human steroid receptor coactivator 3 (SRC3); HEK293 GAL4-SRC3 luciferase reporter, luminescence; Q9Y6Q9; actives 0.17% (n = 360,000); inhibition, % at 3.6 µM; AID 588352;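 active means inhibition above a per-campaign cutoff, the mean of all compounds plus 3 SD, cut at about 60% in these data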;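 further: 0% = DMSO-treated cells and 100% = gossypol-treated cells at 36 µM; higher means less SRC3-driven luciferase light from the GAL4 reporter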
TWEAK Fn14 block – blocks TWEAK-Fn14 interaction in a reporter cell assay; TWEAK-stimulated Fn14 reporter cells, luciferase luminescence, 8 h; inhibition, % at 10 µM; actives 2% (n = 360,000); AID 1159606; in the data active means inhibition above about 50%
Active calls of the source: *; · = not tested or not shown.

nr	compound	NCOA1 inh	NR5A2 inv ag	CF NFkB block	C8 TRAIL sens	Shn3 3UTR inh	NR2F2 inh	KKLEB tox	TROY NFkB inh	LMP1 NFkB inh	NCOA3 inh	TWEAK Fn14 block
1	CCOc1ccc2nc(S(=O)(=O)NC(=O)C3(C)CCN3C(=O)c3c(C)noc3C)sc2c1 (stereo unspecified)	3	5	-14	1	0	1	0	10	·	-2	10
2	Cn1c(=O)n(Cc2ccccc2Cl)c(=O)c2c1[nH]c(=S)n2C	0	-26	-13	4	-10	1	15	-26	-1	-12	13
3	COc1cc(NC(=O)CSc2nnc3n2C(C)(C)Cc2ccccc2-3)cc(OC)c1	11	-10	20	-3	29	15	-26	-7	2	2	14
4	O=C(N/N=C/c1ccc([N+](=O)[O-])cc1)c1cccnc1	0	-16	-14	0	-6	-11	-2	-27	7	-2	12
5	COc1ccccc1-c1cc(C(=O)NN)[nH]n1	-2	7	-3	-5	14	17	0	4	0	-1	-21
6	CC1(C(=O)O)Sc2[nH]c(=O)sc2C2c3ccccc3OC(=O)C21 (stereo unspecified)	-5	-6	-4	-5	3	16	3	-5	-4	-14	25
7	CCCCN1C(=O)C(CC(=O)NC2CCCCC2)CC(C(=O)N(CC)CC)=C1C (stereo unspecified)	-11	2	-26	-9	-35	-10	-16	-7	-3	-8	5
8	CCOC(=O)N1CCN(CCCc2ccccc2)CC1	-15	-18	3	-6	-3	4	0	24	-6	-1	-2
9	CC(NS(=O)(=O)c1ccc(Br)cc1)C(=O)NCCc1ccccc1 (stereo unspecified)	-18	4	18	10	-8	-9	14	57*	-3	8	-2
10	CCN(CC)S(=O)(=O)c1ccc(C)c(NC(=O)Cn2c(=O)cnc3ccccc32)c1	-18	7	-4	-2	16	7	9	21	-10	8	-7
11	CN1CCN(CCOCCOc2ccc(Br)cc2Cl)CC1	-20	6	0	9	15	-7	-14	8	-7	-4	-6
12	O=C(Nc1cc(N2CCCCC2)ncn1)c1ccc(F)cc1	-19	-44	-9	-7	-9	-33	-3	-25	32	-22	-36
13	CC(C)C(=O)Nc1c(O)c2ccccc2[nH]c1=O	-10	-1	-5	2	15	-6	11	3	-2	5	14
14	COc1cc(NC(=O)CSc2nc3[nH]ncc3c(=O)n2-c2ccccc2C)cc(OC)c1OC	1	18	5	-1	2	-1	-4	-15	8	-3	3
15	CC1=C(C(=O)N(C(C)C)C(C)C)CC(CC(=O)NCc2ccco2)C(=O)N1Cc1ccccc1 (stereo unspecified)	-22	-1	2	1	-18	29	-7	6	·	2	0
16	O=c1c(-c2ccc(Br)cc2)[n+]([O-])c2ccccc2n1OCc1ccccc1	-6	1	1	12	9	3	10	-21	-2	10	-23
17	CCC(=O)N1CCc2cc(S(=O)(=O)CCC(=O)NCc3cccc(OC)c3)ccc21	23	6	4	-8	0	-18	-6	-1	7	15	-7
18	O=C(Nc1ccc2c(c1)OCO2)C1CCN(C(=O)CSc2ncnc3ccccc23)CC1	-8	-9	-13	9	-5	-2	-5	-14	1	-3	26
19	O=C(NCCCN1CCOCC1)C(=O)NCC1OCCN1S(=O)(=O)c1ccc(Cl)cc1 (stereo unspecified)	-7	-8	1	5	11	7	-8	4	1	5	-2
20	COc1ccc(Br)cc1S(=O)(=O)NCc1ccccc1	-1	-11	-17	-2	-6	12	6	4	-8	14	0
21	COc1cc(CN2CCC(C(N)=O)CC2)ccc1OCc1ccccc1	-65	-90	11	-12	-70	-72	-15	-4	11	-37	-10
22	N#C/C(=C(/O)COC(=O)c1ccccc1O)c1nc2ccccc2s1	-12	-1	37	-2	-37	2	-31	10	5	15	-38
23	CC(=O)Nc1ccc(S(=O)(=O)N2CCN(c3ccc([N+](=O)[O-])cc3)CC2)cc1	4	13	-4	1	34	5	3	25	7	7	12
24	COc1ccccc1OCC(=O)NCCC1=CCCCC1	-6	-15	-7	-7	6	4	-1	9	1	3	-27
25	COc1ccc(C(=O)CC(=O)O)c2c1C=CC(C)(C)O2	4	-19	-3	-2	-1	12	-5	-1	11	-24	6
26	CCCCOc1cccc2c(=O)n(CC(=O)Nc3ccc4c(c3)OCCO4)ccc12	-1	11	9	-7	4	-17	-7	-5	·	-9	17
27	CCOCCCNC(=O)C(c1ccc(C)cc1)N1CCOCC1 (stereo unspecified)	12	-21	-29	0	-8	9	14	1	6	-18	3
28	Cc1ccc([N+](=O)[O-])cc1/C=N/Nc1nnnn1-c1ccccc1	0	18	-35	-4	-1	-8	-5	5	-2	-19	-33
29	COc1ccc(/C(N)=N/OC(=O)Oc2ccccc2)cc1	-11	9	-12	0	10	1	0	-29	-55	9	-5
30	CC(=O)OCC(=O)C1(O)CCC2C3CC(C)C4=CC(=O)C=CC4(C)C3(F)C(O)CC21C (stereo unspecified)	-16	2	80*	10	-4	-19	19	24	17	-52	-11
31	Cc1ccc(NC(=O)C2CC(=O)N(c3ccc4c(c3)OCCO4)C2)nc1 (stereo unspecified)	-8	1	9	11	10	13	9	1	3	2	-1
32	CC1CCN(c2ccc([N+](=O)[O-])cc2C(=O)NCC2CCCO2)CC1 (stereo unspecified)	-4	10	35	15	8	2	-18	-18	-14	18	8
33	COc1ccc(C#Cc2cnc3c(c2)C(=O)N([C@H](C)CO)C[C@H](C)[C@@H](CN(C)C(=O)Nc2cccc(OC)c2)O3)cc1	3	7	-20	-6	-9	-8	18	15	1	7	22
34	CN(C)C(CNC(=O)c1cc2ccccc2o1)c1ccccc1 (stereo unspecified)	6	-5	-9	-7	2	-30	4	-1	-17	-3	4
35	CCCc1cc(=O)[nH]c(SCC(=O)Nc2sc3c(c2C(N)=O)CCCC3)n1	-2	18	-16	3	-19	11	10	13	-11	-24	10
36	O=C(Nc1ccc(C(=O)N2CCCCC2)cc1)[C@H]1O[C@@H](n2ccc(=O)[nH]c2=O)[C@H](O)[C@@H]1O	8	0	-27	4	-20	14	-18	20	·	-5	-13
37	Cc1c(Cl)cccc1NC(=O)c1ccc(OCC(=O)NCc2ccccc2)cc1	-4	-6	-10	5	10	10	-4	14	8	14	12
38	COC(=O)C[C@H]1C[C@H]2c3cc(NC(=O)C4CCOCC4)ccc3O[C@H]2[C@H](CO)O1	-22	-27	-25	-11	-16	8	-3	1	9	-2	-4
39	O=S1(=O)CC(N2CCCCC2)C1CN1CCCCC1 (stereo unspecified)	8	15	3	9	8	-3	-9	-10	5	9	-1
40	CCN1CCN(CCNC(=O)CS(=O)(=O)Cc2nc(-c3ccc(C)cc3)oc2C)CC1	-1	4	11	-8	-5	-35	4	-1	4	7	14
41	O=C(NC1CCCC1)c1ccc(Cl)c(S(=O)(=O)N2CCCCC2)c1	-3	2	5	1	13	6	-10	-15	-1	1	4
42	CC(NC(=S)NCCCN1CCOCC1)C12CC3CC(CC(C3)C1)C2 (stereo unspecified)	6	15	-14	-10	20	-8	-5	-6	-5	15	-15
43	O=C(NC(=S)NC1CCSC1=O)c1ccccc1 (stereo unspecified)	-13	-13	-4	2	-20	-23	-12	-14	0	-3	-20
44	COc1cc(/C=N/n2nnnc2N)cc(OC)c1OC	-17	7	8	-3	-10	-25	-8	9	-1	6	-12
45	O=C(CSc1nnc(CNC(=O)c2c(F)cccc2F)o1)NCc1ccco1	8	-6	-24	-2	-13	·	14	5	1	-27	5
46	Cc1ccc(NC(=O)CN2C(=O)C3C4C=CC(C4)C3C2=O)cc1 (stereo unspecified)	10	-1	-6	-11	-9	-6	-3	-46	-7	8	21
47	Cc1onc(-c2ccccc2)c1C(=O)N1CCOCC1	-6	5	-3	-11	-4	-1	0	-2	2	-18	6
48	COc1cc(/C=C2/C(=O)NN(c3ccc(Cl)cc3)C2=O)ccc1OC(=O)c1ccco1	-7	11	2	-2	-20	-5	-7	-28	3	2	-48
49	O=C(Nc1ccccn1)c1ccc(S(=O)(=O)N2CCCCC2)cc1	-98	-87	-6	22	-51	-7	-6	-50	-22	-73	17
50	O=C(CC(Cc1ccccc1)C(=O)O)Nc1ccccc1 (stereo unspecified)	-53	-16	-7	-1	-8	1	6	5	0	-12	19
51	O=C(NCC1CCCO1)c1ccc(Br)o1 (stereo unspecified)	-10	-15	3	0	11	23	0	16	-10	7	-5
52	Cc1c(C(=O)NCc2ccco2)sc(=O)n1Cc1ccc(S(C)(=O)=O)cc1	7	-23	-49	1	-2	-8	12	-3	·	3	15
53	CC1CCN(C(=O)CN(Cc2ccc(Cl)cc2)S(C)(=O)=O)CC1	14	19	19	-17	12	-18	0	-21	6	6	-1
54	CCCS(=O)(=O)N1CCC(C(=O)NCCc2ccccc2)CC1	-10	6	9	-16	-5	12	3	-15	3	7	6
55	CC[n+]1ccc(/C=C/c2c[nH]c3ccccc23)cc1	28	47	-37	8	44	51*	14	4	11	38	37
56	Cc1ccc(C)c(OCCCC(=O)NC2CCCCC2)c1	4	-9	0	2	-12	-5	-2	8	9	-5	1
57	O=C(Nc1nnc(SCc2c(Cl)cccc2Cl)s1)c1cccc([N+](=O)[O-])c1	-4	-14	48	-8	2	-1	-11	36	5	7	-13

The list is partial; the hit share may differ from the screen's.
